# p53 reactivator: mutant p53 re-activation in reporter cells; H1299 p53-A138V BP100-luciferase reporter, luminescence, 24 h; Potency, µM (highest dose often 92.2 µM), for inactives: at the highest dose activity change, positive = activation, actives largely listed as activators; 0.063% of 320,000 active; AID 504706; note: % of control where 0% means no effect; nearly all actives have a fitted effect of over 45% in size
#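 H1299 (p53-null), stable ts p53-A138V + BP100-Luc; 1000 cells/well, Opti-MEM/10% FBS; cpd 4 pt, 1:5; 24 h, 37 deg C, 5% CO2; detection reagent 10 min RT; luminescence.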
# uPA surface inh: cell surface uPA generation inhibition; cell surface uPA generation assay, qHTS; Potency, µM (doses to about 38.3 µM), for the others: at the top dose activity change, negative = inhibition, usual class: inhibitors; 0.31% of 330,000 active; active = well fitted inhibition curve with a large enough effect; inconclusive = small, poorly fitted or top-dose-only effect; inactive = no such curve, though single readings can be large or run the other way; tested in mouse RAW 264.7 cells; note: % is set by controls: 0 for no effect and ±100 for the full control effect; nearly all actives have a fitted effect of over 55% in size
# BRCA1 expr up: BRCA1 expression activation | MCF7-BRCA1-FFLuc reporter, luminescence, 48 h; response scale: scaled: vehicle 0%, 10 µM genistein 100% | Potency, µM (titrated, usually from 46.1 µM), for inactives: at the highest dose activation, actives largely listed as activators | 1.1% of 380,000 active | AID 624202; note: nearly all actives have a fitted effect of over 80% in size; some results filed as inactive show a strong effect at the top dose
#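 MCF7-BRCA1-FFLuc cells, 2000/well in phenol-red-free MEM, attached 2 h then treated 48 h at 37 C. Luciferase luminescence read 15 min after reagent; normalized to genistein maximum activation (10microM) and DMSO, concentration-response fitted.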
# RORgamma inh: blocks mouse ROR gamma transcriptional activity; 5.4% of 310,000 active; Potency, µM (titrated, usually from 53.6 µM), for the others: at the top dose activity change, negative = inhibition, usual class: inhibitors; Drosophila S2 Gal4-RORgamma UAS-luciferase reporter, 20 h; note: % is set by controls: 0 for no effect and ±100 for the full control effect; nearly all actives have a fitted effect of over 60% in size
#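 Compounds are pin-transferred onto Drosophila Schneider cells expressing a copper-inducible Gal4–ROR gamma transactivation domain fusion. After 1 hr, copper sulfate is added to 700 uM final; luciferase is read 20 hr later.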
# VP16 counter: inhibits Gal4-VP16 luciferase reporter, ROR gamma counter-screen | Drosophila S2 Gal4-VP16 UAS-luciferase, luminescence, 20 h | Potency, µM (top dose mostly 53.6 µM), for inactives: at the top dose activity, negative = inhibition, most hits filed as inhibitors | 3.5% of 310,000 active;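 note: Gal4-VP16 expression switched on by copper sulfate through the metallothionein promoter; % is set by controls: 0 for no effect and ±100 for the full control effect; nearly all actives have a fitted effect of over 50% in size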
# MBNL1 CUG block: inhibitors of human MBNL1 binding to CUG repeat RNA; 0.036% of 280,000 active; TR-FRET MBNL1-His/biotin-(CUG)12 binding, 665/545 ratio; Potency, µM (highest dose often 57.5 µM), for the others: at the highest dose activity change, negative = inhibition, hits mostly inhibitors; AID 2675; Q9NR56; active = well fitted inhibition curve with a large enough effect in the signal ratio, with a control signal flat, not every such curve was filed as active; inconclusive = small, poorly fitted or top-dose-only effect, or effect the other way, or a change in a side signal; inactive = no such curve, though single readings can be large or run the other way; the % refers to the signal ratio; note: % is set by controls: 0 for no effect and ±100 for the full control effect
# Target sequence (Q9NR56 whole entry, looked up): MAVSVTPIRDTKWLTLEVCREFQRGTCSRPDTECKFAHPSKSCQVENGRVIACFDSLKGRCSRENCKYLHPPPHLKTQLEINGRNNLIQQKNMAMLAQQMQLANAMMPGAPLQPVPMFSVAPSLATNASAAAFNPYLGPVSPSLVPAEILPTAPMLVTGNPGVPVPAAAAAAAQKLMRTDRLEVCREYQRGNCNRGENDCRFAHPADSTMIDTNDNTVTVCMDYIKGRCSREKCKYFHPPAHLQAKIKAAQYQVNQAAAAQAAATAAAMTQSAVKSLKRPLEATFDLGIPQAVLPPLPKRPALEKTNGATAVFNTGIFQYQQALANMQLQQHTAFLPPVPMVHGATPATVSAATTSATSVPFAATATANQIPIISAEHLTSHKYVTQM
#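 TR-FRET between His-tagged MBNL1 and biotin-(CUG)12 RNA, detected with Tb anti-His antibody (0.055 ng/ul) and streptavidin-XL665 (5 nM), 60 min at room temperature. Compounds titrated 92 nM to 58 uM; 665/545 nm ratio normalized to buffer and complex controls.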
# Rab9 promoter act: Rab9 promoter activation; Potency, µM (doses to about 9.22 µM), for the others: at the highest dose activation, negative = inhibition, usual class: activators; 2.8% of 320,000 active; Huh7 Rab9 promoter-luciferase reporter, luminescence, 24 h; note: % of control where 0% means no effect; nearly all actives have a fitted effect of over 60% in size
#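 Huh7 cells stably carrying Rab9 promoter–luciferase reporter, plated 1500 cells/well, compound added after 2 h and incubated 24 h at 37 °C; luciferase luminescence then read after 10 min with detection reagent.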
# NPC1 prom act: activators of NPC1 promoter | Huh7 NPC1 promoter luciferase reporter, 24 h | Potency, µM (series often up to 9.22 µM), inactives show at the highest dose activation, actives largely listed as activators | 2.4% of 320,000 active | AID 485313;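 note: % of control where 0% means no effect; nearly all actives have a fitted effect of over 60% in size; reporter is driven by a mutant NPC1 promoter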
#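 Readout is luciferase luminescence, reflecting NPC1 promoter activation in stably transfected Huh7 cells after 24 h compound exposure at 37 °C in reduced-serum medium with 10% FBS.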
# FLuc counter: counter-screen for miR-21 project: firefly luciferase inhibitors or activators; P08659; purified FLuc, Km substrates, luminescence inhibition; Potency, µM (titrated, usually from 57.5 µM), inactives show at the top dose activity change, negative = inhibition, hits mostly inhibitors; 6.9% of 360,000 active;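 note: plate controls were vehicle for no effect and reference inhibitor for full effect; nearly all actives have a fitted effect of over 55% in size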
# Target sequence (P08659 whole entry, looked up): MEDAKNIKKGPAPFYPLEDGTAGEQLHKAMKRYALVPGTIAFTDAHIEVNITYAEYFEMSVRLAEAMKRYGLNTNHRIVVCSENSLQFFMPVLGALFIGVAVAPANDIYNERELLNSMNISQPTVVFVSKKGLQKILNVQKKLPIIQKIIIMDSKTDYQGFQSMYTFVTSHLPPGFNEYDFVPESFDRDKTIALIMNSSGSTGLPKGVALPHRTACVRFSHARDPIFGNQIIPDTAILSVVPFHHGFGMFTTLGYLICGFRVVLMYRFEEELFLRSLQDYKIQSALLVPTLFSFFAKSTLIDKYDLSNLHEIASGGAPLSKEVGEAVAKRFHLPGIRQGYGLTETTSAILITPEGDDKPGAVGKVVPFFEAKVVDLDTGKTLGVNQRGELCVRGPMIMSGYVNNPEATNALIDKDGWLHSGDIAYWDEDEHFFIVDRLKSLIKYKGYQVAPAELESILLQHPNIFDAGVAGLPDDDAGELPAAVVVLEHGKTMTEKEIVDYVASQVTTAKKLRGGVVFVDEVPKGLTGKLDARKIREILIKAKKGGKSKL
#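 Purified P. pyralis luciferase (10nM final) with 10uM D-luciferin and 10uM ATP (Km levels) in 50mM Tris acetate pH 7.5, 10mM Mg acetate, 0.01% Tween-20, 0.05% BSA; qHTS 6-point titration, ~60 µM downward; luminescence read.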
# ELG1 genotox: induces genotoxicity in HEK293T cells with luciferase-tagged ELG1. HEK293T ELG1-luciferase reporter, luminescence, 16 h. Potency, µM (doses to about 46 µM), for the others: at the highest dose activity change, positive = activation, most hits filed as activators. 1.3% of 330,000 active. AID 504466; note: % of control where 0% means no effect; nearly all actives have a fitted effect of over 60% in size
#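 DMSO vehicle served as control against compound-treated ELG1-luciferase HEK293T cells; exposure lasted 16 hr at 37 °C and 5% CO2, followed by ONE-Glo luminescence detection after 30 min.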
# The depositor's hits bear a star; ? = inconclusive; nt = not tested or not shown; [ ] = dose if it differs, or a comment. Unless noted, calls come from the whole dose curve; as a rule, active = well fitted curve in the direction sought with a large enough effect; inconclusive = small, poorly fitted or top-dose-only effect, or another doubt; inactive = no such curve, though single readings can be large; an effect the other way counts as inactive or inconclusive. Potency is the fitted concentration of half-maximal effect.
SMILES,p53 reactivator,uPA surface inh,BRCA1 expr up,RORgamma inh,VP16 counter,MBNL1 CUG block,Rab9 promoter act,NPC1 prom act,FLuc counter,ELG1 genotox
CC(=O)Nc1ccc(S(=O)(=O)NC2=NCN(c3cccc([N+](=O)[O-])c3)CN2)cc1,-5.4%,1.6%,0.0%,1.6%,-3.8%,9.4%,-5.9%,4.0%,-1.2%,0.1%
O=C(NC1CC1)c1ccc(CSCc2cccc(F)c2)o1,11.2%,-16.7%,35.3%,8.9%,13.3%,4.0%,1.2%,4.3%,-14.9%,-3.6%
COc1ccc(OC)c(-n2c(CNC3CCN(Cc4ccccc4)CC3)nc3ccccc3c2=O)c1,-1.1%,nt,-1.7%,-13.0%,-2.5%,2.3%,-3.2%,0.2%,-0.3%,14.4%
Cc1onc(-c2ccccc2)c1C(=O)N/N=C/c1cc(Br)c(Br)o1,18.2%,-1.7%,-47.4%,7.08µM*,10µM*,2.4%[11.5 µM],-1.8%,-3.6%,-10.2%,-2.6%
CC(NC(=O)Cc1cccs1)c1ccc2c(c1)OCO2 (stereo not given),1.5%,nt,7.5%,14.2%,1.6%,0.6%,-2.2%,-3.2%,3.4%,1.2%
COc1cc2c(cc1NC(=O)c1ccc3c(c1)OCO3)oc1ccccc12,13.5%,6.9%,61.6%,?,0.4%,9.2%,3.16µM*,?,6.75µM*,11.6µM*
CC(O)c1n(C)c(Cl)c[n+]1C (stereo not given),-1.6%,-0.7%,-4.6%,-8.6%,-7.8%,7.5%,-1.0%,-1.2%,3.8%,1.1%
CCc1noc(C)c1C(=O)Nc1cc(S(=O)(=O)N2CCOCC2)ccc1N1CCN(CC)CC1,-1.4%,-11.8%,-18.0%,nt,nt,nt,-4.8%,0.4%,-2.5%,2.5%
COc1ccccc1-c1cc(C(=O)N/N=C/c2sccc2C)c2ccccc2n1,-16.6%,-15.9%,-32.2%,7.08µM*,8.91µM*,12.6%,-1.1%,-0.9%,-2.1%,-0.9%
CC(=O)Nc1ccc(NC(=O)CSc2nnc3ccc(-c4ccc(F)cc4)nn23)cc1,-2.1%,-4.2%,0.0%,1.3%,5.3%,10.6%,-20.5%,-8.0%,0.7%,-2.5%
COC(=O)c1[nH]c2ccc(C)cc2c1NC(=O)CN1CCN(Cc2ccccc2)CC1,-4.8%,1.8%,-39.5%,7.9%,-2.2%,0.1%,-2.7%,-0.5%,1.9%,-9.6%
O=C(NC1CC1)C1=COCCO1,-1.0%,-1.3%,2.4%,9.5%,-1.3%,-2.6%,-6.4%,-2.4%,4.1%,2.6%
CCCn1c(SCC(=O)Nc2ccc(Cl)cc2)n[nH]c1=O,3.7%,-1.3%,-8.3%,19.8%,-8.7%,-3.9%,2.0%,-2.8%,-5.5%,2.9%
CCOCC(=O)Nc1nnc(C2CCCCC2)s1,?,9.0%,?,27.2%,?,?,?,?,?,?
Fc1ccc(-c2nnc(CN3CCN(c4ncc(C(F)(F)F)cc4Cl)CC3)o2)cc1,-12.6%,3.7%,-56.1%,-4.5%[0.365 µM],nt,-4.1%,-8.3%,-8.9%,0.0%,23.4%
CC1(c2ccccc2)NC(=O)N(CC(=O)Nc2nnc(C3CC3)s2)C1=O (stereo not given),-0.1%,14.1%,-1.6%,3.5%,-7.7%,3.1%,4.1%,-2.0%,0.9%,3.6%
CCN(CC)C1CCN(C(=O)CCc2nnc(CCc3ccccc3)o2)C1 (stereo not given),5.1%,14.2%,8.5%,1.2%,4.0%,13.2%,14.3%,0.4%,-2.3%,3.6%
CC(/C=N\NC(=O)c1cc(C)oc1C)=C\c1ccccc1,?,-9.9%,2µM*,6.31µM*,?,9.9%,2.51µM*,?,2.13µM*,?
CCOC(=O)c1ccc(Oc2cn[nH]c2-c2ccc(OCC(=O)NN)cc2O)cc1,12.0%,3.7%,-35.0%,-1.8%,2.7%,-1.8%,-3.4%,-7.4%,5.3%,-3.7%
CC(C)(C)NC(=O)NC(=O)Cn1cc(C(F)(F)F)ccc1=O,-9.2%,4.3%,-1.1%,32.7%,0.3%,-4.0%,-6.1%,5.4%,0.5%,-6.5%
O=C(O)c1cc(-c2ccc(-c3ccc(F)cc3)o2)nc2ccccc12,?,?,48.0%,?,?,22.4%,0.891µM*,2.51µM*,0.135µM*,?
O=S(=O)(c1ccc(F)cc1)N1CCC2(CC1)OCCO2,0.2%,-3.0%,18.1%,16.0%,-6.8%,0.3%,1.3%,1.8%,7.4%,1.8%
CCOC(=O)c1c(NC(=O)c2cccs2)sc2c1CC(C)(C)OC2,-0.4%,10.5%,-24.7%,8.1%[10 µM],-15.9%,7.7%,-7.1%,-2.0%,-0.5%,-10.4%
O=C(NCCCN1CCN(c2ccccc2F)CC1)Nc1ccccc1[N+](=O)[O-],6.0%,0.8%,-2.0%,18.6%,3.5%,?,3.8%,0.6%,-1.9%,-3.6%
COc1cc2c(cc1OC)-c1cc(NC3CCCC3)nc(=O)n1CC2,-8.8%,-6.9%,-4.1%,?,2.2%,1.3%,-4.3%,-1.2%,-8.5%,?
COc1ccccc1NC(=O)CSc1nnc(-c2ccoc2C)o1,?,-10.1%,7.94µM*,nt,nt,nt,?,?,-15.3%,?
CCCCC(Nc1ncnc2ccccc12)C(=O)O (stereo not given),0.1%,nt,0.7%,2.0%,-5.9%,0.9%,2.7%,-0.8%,0.4%,-2.5%
Fc1cccc(Cl)c1Cc1noc(/C=C/c2ccccc2)n1,?,-2.0%,?,11.3%,2.3%,3.3%,?,?,13.5µM*,15.1%
CC(C)C(NC(=O)CN(c1cccc(F)c1)S(C)(=O)=O)C(C)C,-1.9%,1.9%,-20.4%,-13.9%,6.4%,-18.6%,-1.9%,-3.4%,-2.0%,1.4%
CN1Cc2c(N3CCOCC3)nc(SCc3ccccc3)c(C#N)c2CC1(C)C,?,nt,-24.9%,-24.9%,-1.7%,-6.1%,5.4%,-1.6%,5.8%,-2.7%
CCN(CC1CCCN(CCc2cccc(OC)c2)C1)C(=O)c1ccoc1 (stereo not given),?,-3.4%,-17.7%,-20.2%,-8.7%,7.0%,2.0%,-5.8%,-1.6%,-5.1%
O=C(CSc1nc2ccc(Cl)cc2[nH]1)NC1CCCc2ccccc21 (stereo not given),-7.2%,1.9%,-19.5%,2.3%,-3.6%,8.3%,-6.7%,-4.1%,3.6%,-9.8%
CCOc1ccc(S(=O)(=O)NC2CCCC2)cc1,-0.2%,-13.1%,-0.7%,-21.3%,-17.0%,-2.4%,-3.0%,0.2%,3.3%,0.4%
CCC(=O)Nc1nnc(S(=O)(=O)N(C)c2cc(C)cc(C)c2)s1,1.5%,-6.4%,-21.5%,1.4%,-1.9%,?,-2.0%,-3.6%,-0.3%,2.3%
Cc1cc(C(=O)CCC(=O)NCC(=O)Nc2c(C)cccc2C)c(C)s1,-6.2%,0.6%,-11.4%,nt,nt,nt,nt,nt,nt,2.3%
Cc1cc(C)nc(NS(=O)(=O)c2ccccc2)n1,-0.9%,7.0%,0.8%,-12.5%,2.3%,3.5%,3.8%,0.1%,2.0%,-0.9%
O=C(NC1=NCCS1)c1ccccc1OCc1ccc(F)cc1,-1.8%,-4.9%,-23.8%,?,4.1%,nt,0.4%,-1.4%,-1.9%,-0.9%
Cc1cccc(C(=O)Oc2ccccc2/C=N/NC(=O)c2ccc(NC(=O)C(C)(C)C)cc2)c1,-4.2%,-7.8%,-38.7%,-25.7%,17.9%,nt,12.0%,-2.2%,0.7%,5.3%
Cn1cc(CN2CCC(Oc3ccc(C(=O)N4CCCC4)cc3)CC2)cn1,4.2%,3.3%,3.9%,-9.5%,-0.1%,-5.4%,-2.2%,-7.2%,0.6%,-1.5%
Cc1ccc(OCc2nnc(SCc3nc4ccccc4[nH]3)n2Cc2ccco2)cc1,-12.5%,4.1%,-51.8%,?,?,8.5%,-11.1%,-5.0%,?,-12.4%

# Profiles as entered above. Screens in order: p53 reactivator | uPA surface inh | BRCA1 expr up | RORgamma inh | VP16 counter | MBNL1 CUG block | Rab9 promoter act | NPC1 prom act | FLuc counter | ELG1 genotox
# Cc1cc(C)nc(NS(=O)(=O)c2ccccc2)n1 in the list: -0.9% | 7.0% | 0.8% | -12.5% | 2.3% | 3.5% | 3.8% | 0.1% | 2.0% | -0.9%
# CCN(CC1CCCN(CCc2cccc(OC)c2)C1)C(=O)c1ccoc1 (stereo not given) in the list: ? | -3.4% | -17.7% | -20.2% | -8.7% | 7.0% | 2.0% | -5.8% | -1.6% | -5.1%

# Of the compounds above, 2 have a tert-butyl group.
SMILES,p53 reactivator,uPA surface inh,BRCA1 expr up,RORgamma inh,VP16 counter,MBNL1 CUG block,Rab9 promoter act,NPC1 prom act,FLuc counter,ELG1 genotox
CC(C)(C)NC(=O)NC(=O)Cn1cc(C(F)(F)F)ccc1=O,-9.2%,4.3%,-1.1%,32.7%,0.3%,-4.0%,-6.1%,5.4%,0.5%,-6.5%
Cc1cccc(C(=O)Oc2ccccc2/C=N/NC(=O)c2ccc(NC(=O)C(C)(C)C)cc2)c1,-4.2%,-7.8%,-38.7%,-25.7%,17.9%,nt,12.0%,-2.2%,0.7%,5.3%

# Assay outcomes deposited in PubChem BioAssay by National Center for Advancing Translational Sciences (NCATS).
